Screening data (PubChem)
TRPV1 agonist – HTS Assay for Compounds that Act as Agonists of the Vanilloid Receptor 1. AID 540275, 2011. 320,000 compounds, 0.19% hits. TRPV1-expressing cells, Fluo-8 calcium influx, agonist mode. activation, % at 8.33 µM; in the data active = activation above about 80%; inconclusive = between about 30% and that limit; also: 0% is about no effect
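Fluo-8 calcium influx in TRPV1-expressing cells, kinetic read (ex 480/em 520 nm). Compound added and read 3 min for agonist activity, followed by capsaicin at EC20 final and 2 min further read for enhancement.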
PKM2 activator – qHTS Assay for Activators of Human Muscle isoform 2 Pyruvate Kinase; 260,000 compounds, 0.34% hits; Potency, µM (doses to about 57.5 µM), inactives show at the highest dose activation, usual class: activators; Pyruvate kinase PKM (Homo sapiens), P14618; purified PKM2, Kinase-Glo ATP luminescence, activation; response scale: 0% is enzyme alone, no compound; AID 1631, 2009; also: potency is read from the fitted curve at half-maximal effect; % is scaled to controls: 0 for no effect and ±100 for the full control effect; nearly all actives have a fitted effect of over 55% in size
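Purified hPK-M2 (>95% pure) converted ADP (0.1 mM final) to ATP with 0.5 mM PEP in 50 mM imidazole pH7.2, KCl, MgCl2, Tween 20, BSA; 1 h at room temperature. ATP detected by Kinase-Glo luminescence.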
CXXC DNA block – qHTS Fluorescence Polarization Assay for Inhibitors of MLL CXXC domain - DNA interaction | Histone-lysine N-methyltransferase 2A (Homo sapiens), Q03164 | MLL-CXXC / FITC-HOXA9 DNA fluorescence polarization | Potency, µM (highest dose often 115 µM), without a hit: at the highest dose activity change, negative = inhibition, actives largely listed as inhibitors | 290,000 compounds, 0.037% hits | AID 2662, 2010; active = well fitted inhibition curve with a large enough effect in the polarisation, with a control signal flat, not every such curve was filed as active; inconclusive = small, poorly fitted or top-dose-only effect, or effect the other way, or a change in a side signal; inactive = no such curve, though single readings can be large or run the other way; the % refers to the polarisation; also: potency is read from the fitted curve at half-maximal effect
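Purified MLL-CXXC (added from a 7 uM solution) was preincubated 5 min at ambient with pinned compounds in 50 mM Tris-HCl pH 7.5, 50 mM NaCl, 1 mM DTT, 0.05% BSA. Fluorescein-labeled HOX-A9 DNA (50 nM solution) followed, 30 min, then polarization read.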
Giardia killer – Small Molecules that selectively kill Giardia lamblia: qHTS. Giardia lamblia trophozoite viability. 340,000 compounds, 0.15% hits. activity change, % at 7.66 µM, hits read low; in the data active = activity change below about -80%; inconclusive = between about -30% and that limit;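 also: parasites exposed to compound for two days anaerobically before the ATP read; % is scaled to controls: 0 for no effect and ±100 for the full control effect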
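Giardia trophozoites, 100 cells per well, were exposed to compounds for 48 hrs at 37 deg C under anaerobic conditions; viability was then read as ATP content by bioluminescence after 15-30 min at room temperature.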
KCNH2 3.1 block – qHTS for Inhibitors of KCHN2 3.1: Mutant qHTS | U2OS KCNH2 3.1, thallium flux FluxOr; stronger effect = lower value | 340,000 compounds, 0.95% hits | AID 720553, 2013 | activity change, % (tested at about 1.8 µM);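 active = maximum activity change below -70%; inconclusive = maximum activity change from -70% to -50%; inactive = maximum activity change above -50%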;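 also: thallium influx rate constant from kinetic fluorescence after stimulation buffer; % is scaled to controls: 0 for no effect and ±100 for the full control effect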
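Normalized rate constant (relative to positive and negative DMSO controls) derived from a 2 min kinetic fluorescence read after stimulation; U2OS cells expressing the 3.1 isoform via virus at 1.77 x 10^8 /mL.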
GALK inhibitor – qHTS Assay for Inhibitors of Human Galactokinase (GALK). P51570. Purified GALK, Kinase-Glo residual ATP luminescence. Potency, µM (doses to about 57.5 µM), for inactives: at the top dose activity change, negative = inhibition, usual class: inhibitors. 270,000 compounds, 0.007% hits; also: potency is read from the fitted curve at half-maximal effect; % is scaled to controls: 0 for no effect and ±100 for the full control effect
Target sequence (P51570 whole entry, looked up): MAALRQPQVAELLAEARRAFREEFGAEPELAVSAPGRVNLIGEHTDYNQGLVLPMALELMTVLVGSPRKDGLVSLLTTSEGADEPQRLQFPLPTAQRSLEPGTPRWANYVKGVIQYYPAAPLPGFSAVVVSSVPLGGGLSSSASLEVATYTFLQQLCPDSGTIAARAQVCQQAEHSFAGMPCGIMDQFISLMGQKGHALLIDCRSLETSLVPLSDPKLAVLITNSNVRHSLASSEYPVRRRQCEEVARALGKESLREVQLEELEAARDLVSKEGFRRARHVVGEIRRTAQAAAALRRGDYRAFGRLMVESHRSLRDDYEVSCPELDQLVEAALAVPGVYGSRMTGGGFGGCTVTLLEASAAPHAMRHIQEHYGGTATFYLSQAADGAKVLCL
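GALK at 5 nM final was combined with compound, 35 uM ATP and 100 uM galactose in HEPES pH8.0 with MgCl2 and DTT. The reaction ran one hour at room temperature before luminescent ATP detection.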
hERG WT inh – qHTS for Inhibitors of KCHN2 3.1: Wildtype qHTS; 340,000 compounds, 0.37% hits; U2OS, BacMam KCNH2, thallium flux FluxOr; stronger effect = lower value; Voltage-gated inwardly rectifying potassium channel KCNH2 (Homo sapiens), Q12809; AID 720551, 2013; activity change, % at 1.84 µM;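 active = maximum activity change below -70%; inconclusive = maximum activity change between -70% and -50%; inactive = maximum activity change above -50%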; also: % is scaled to controls: 0 for no effect and ±100 for the full control effect
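U2OS cells were transduced with wild-type KCNH2 virus (2.03 x 10^8 / mL) for 4 h at room temperature, then cultured overnight at 37 C. Thallium flux was read with FluxOr dye. Rate constants were normalized to DMSO controls.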
Menin-MLL TR inh – qHTS Assay for Inhibitors Targeting the Menin-MLL Interaction in MLL Related Leukemias: Competition With Texas Red Labeled MLL-derived Mutant Peptide | Potency, µM (top dose mostly 61.6 µM), for the others: top-dose FP activity change, negative = inhibition, actives largely listed as inhibitors | AID 1768, 2009 | Menin + Texas Red MLL mutant peptide, fluorescence polarization | O00255 | 270,000 compounds, 0.23% hits; active = well fitted inhibition curve with a large enough effect in the polarisation, with a control signal flat, not every such curve was filed as active; inconclusive = small, poorly fitted or top-dose-only effect, or effect the other way, or a change in a side signal; inactive = no such curve, though single readings can be large or run the other way; the % refers to the polarisation; also: potency is read from the fitted curve at half-maximal effect; % of control where 0% means no effect; many of its hits are not listed in these tables
Target sequence (O00255 whole entry, looked up): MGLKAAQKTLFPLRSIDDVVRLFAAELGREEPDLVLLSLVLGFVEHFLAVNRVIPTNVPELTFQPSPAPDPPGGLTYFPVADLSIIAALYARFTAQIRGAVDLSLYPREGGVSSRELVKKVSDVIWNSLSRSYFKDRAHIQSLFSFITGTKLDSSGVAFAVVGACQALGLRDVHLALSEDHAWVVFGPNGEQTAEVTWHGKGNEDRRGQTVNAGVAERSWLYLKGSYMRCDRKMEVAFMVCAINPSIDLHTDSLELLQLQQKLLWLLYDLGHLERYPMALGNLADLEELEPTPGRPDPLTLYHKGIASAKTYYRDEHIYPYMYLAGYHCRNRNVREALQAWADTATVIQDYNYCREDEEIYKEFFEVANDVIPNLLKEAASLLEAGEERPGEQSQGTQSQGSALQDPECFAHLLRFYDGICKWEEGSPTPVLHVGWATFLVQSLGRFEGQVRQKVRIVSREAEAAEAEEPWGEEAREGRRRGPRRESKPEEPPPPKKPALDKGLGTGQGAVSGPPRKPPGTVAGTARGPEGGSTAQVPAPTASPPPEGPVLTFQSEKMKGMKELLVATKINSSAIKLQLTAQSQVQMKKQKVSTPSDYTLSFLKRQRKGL
Coupling enz – qHTS Assay for Inhibitors of Fructose-1,6-bisphosphate Aldolase from Giardia Lamblia: Coupling assay counterscreen. 290,000 compounds, 0.67% hits. coupling enzyme system counterscreen, AmpLite Red fluorescence. activity change, negative = inhibition, % at 58.2 µM, hits read low. AID 2472, 2010; in the data active = activity change below about -30%; also: % is scaled to controls: 0 for no effect and ±100 for the full control effect
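Final compound at 57.5 uM, incubated 10 min at RT with coupling enzyme reagent (glyceraldehyde-3-phosphate), then 20 min with substrate and AmpLite Red detection. Fluorescence read at 525/598 nm; tests interference with the coupling assay, not aldolase inhibition.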
USP2a inh – qHTS Assay for Inhibitors of Ubiquitin-specific Protease USP2a Using CHOP2 as the Reporter; USP2 core, Ub-CHOP2 coupled fluorogenic reporter, 485/531; Ubiquitin carboxyl-terminal hydrolase 2 (Homo sapiens), O75604; Potency, µM (series often up to 38.3 µM), inactives show at the top dose activity change, negative = inhibition, hits mostly inhibitors; 330,000 compounds, 0.01% hits;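 also: potency is read from the fitted curve at half-maximal effect; plate controls were DMSO wells for no effect and full inhibition by NEM control for full effect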
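Deubiquitinase activity read as fluorescence (485/531 nm) after Ub-CHOP2 cleavage activates the enterokinase reporter on its substrate; USP2 core 10nM, Ub-CHOP2 and substrate 25nM each, 30min compound preincubation then 60min RT; data normalized to NEM, curves fitted.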
B2AR arrestin – qHTS assay of beta-arrestin-biased ligands of beta2-adrenergic receptor; beta-arrestin recruitment to beta2AR, cell-based reporter; Potency, µM (titrated, usually from 46.1 µM), without a hit: top-dose activation, hits mostly activators; 330,000 compounds, 0.02% hits; AID 492947, 2010;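 also: potency is read from the fitted curve at half-maximal effect; 0% = DMSO controls and full agonism = EC100 isoproterenol or metaproterenol; nearly all actives have a fitted effect of over 65% in size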
An asterisk follows results filed as active; u = inconclusive; x = no result given; [ ] = dose if it differs, or a comment. Unless noted, calls follow the shape of the dose curve; as a rule, active = well fitted curve in the direction sought with a large enough effect; inconclusive = small, poorly fitted or top-dose-only effect, or another doubt; inactive = no such curve, though single readings can be large; an effect the other way counts as inactive or inconclusive. This is a subset. The share of hits here may be higher or lower than overall.

entry	SMILES	TRPV1 agonist	PKM2 activator	CXXC DNA block	Giardia killer	KCNH2 3.1 block	GALK inhibitor	hERG WT inh	Menin-MLL TR inh	Coupling enz	USP2a inh	B2AR arrestin
1	CC1=C(C(=O)OC2CCC(C)CC2)C(c2ccc(O)c([N+](=O)[O-])c2)NC(=O)N1 (stereo not given)	10	1%	-1%	-7	-2	-2%	-2	9%	-1	0%	2.9%
2	O=C(c1ccoc1)N1CCC2(CC1)Oc1ccc(F)cc1C(=O)C21CC(c2cccnc2)=NO1 (stereo not given)	20	4%	-2%	1	6	2%	-20	x	0	7%	0.3%
3	Cc1ccc(-c2nc3c(c(=O)[nH]c(=O)n3CC(C)C)n2CC(C)C)cc1[N+](=O)[O-]	13	1%	-4%	11	-9	-3%	-10	u	2	-1%	0.2%
4	Cn1c(=O)n(C)c2cc(S(=O)(=O)N3CCCCC3)ccc21	0	-2%	11%	23	11	13%	-2	-9%	4	1%	-0.5%
5	COc1ccc(-c2csc(/C(C#N)=C\c3ccc(OC)c([N+](=O)[O-])c3)n2)cc1	2	8%	-10%	-6	12	2%	3	-21%	0	-2%	-0.6%
6	CCCCCCOc1ccc(N2C(=O)CC(S/C(N)=N/N=C(\C)c3cccs3)C2=O)cc1 (stereo not given)	0	0%	-2%	-11	-2	-5%	6	u	-2	-15%	0.1%
7	CC(C)(C)NC(=O)NC(=O)COC(=O)CNS(=O)(=O)/C=C/c1ccccc1	-4	10%	-10%	-12	10	10%	4	2%	2	-1%	0.0%
8	Cc1cnc(C(=O)Nc2cc(F)ccc2C)cn1	7	5%	1%	-9	10	0%	-2	0%	0	6%	-0.4%
9	CCC1CCCCN1S(=O)(=O)c1ccc(NC(=O)c2nc(S(C)(=O)=O)ncc2Cl)cc1 (stereo not given)	0	25%	u	-3	-8	0%	-6	42%[activator]	0	-7%	0.3%
10	O=C(COc1ccc(Br)cc1Cl)NC(=S)Nc1ccccn1	0	1%	14%	-13	2	-3%	8	u	2	0%	-0.9%
11	CCOC(=O)c1cccc(NC(=O)CSc2nnc(C)n2Cc2ccccc2)c1	1	0%	-2%	1	12	-5%	-13	1%	4	-2%	0.0%
12	Nc1cc(N)nc(SCc2cccc(F)c2)n1	3	5%[11.5 µM]	-3%	3	8	-1%	5	7%	-1	1%	-0.7%
13	Cc1cc(NC(=O)COC(=O)c2ccc(C)c(C)c2)no1	x	x	x	-14	2	x	3	x	x	2%	-0.4%
14	CCOc1ccc(NS(=O)(=O)c2cc3c(cc2C)N(C)CCO3)cc1	6	-2%	x	-6	-6	x	4	0%	-2	-6%	-0.3%
15	CCOc1ccc(-c2nnn(CC(=O)c3cc(OC)ccc3OC)n2)cc1	2	-3%	-1%	1	-19	7%	-3	-6%	-1	-1%	-1.0%
16	CCc1nc(C)c(C#N)c2cc(OC)c(OC)cc12	-3	-23%	11%	5	4	-2%	1	5%	-5	0%	-0.2%

Two compounds drawn at random from those above:
entry	SMILES	TRPV1 agonist	PKM2 activator	CXXC DNA block	Giardia killer	KCNH2 3.1 block	GALK inhibitor	hERG WT inh	Menin-MLL TR inh	Coupling enz	USP2a inh	B2AR arrestin
13	Cc1cc(NC(=O)COC(=O)c2ccc(C)c(C)c2)no1	x	x	x	-14	2	x	3	x	x	2%	-0.4%
15	CCOc1ccc(-c2nnn(CC(=O)c3cc(OC)ccc3OC)n2)cc1	2	-3%	-1%	1	-19	7%	-3	-6%	-1	-1%	-1.0%

Later entries:
entry	SMILES	TRPV1 agonist	PKM2 activator	CXXC DNA block	Giardia killer	KCNH2 3.1 block	GALK inhibitor	hERG WT inh	Menin-MLL TR inh	Coupling enz	USP2a inh	B2AR arrestin
17	O=C(CNc1n[nH]c(=O)[nH]c1=O)N/N=C/c1ccccc1	-4	3%	-8%	-20	-9	7%	-9	x	2	1%	0.1%
18	CN(c1ccc(OCC(=O)N2CCN(c3ccc(F)cc3)CC2)cc1)S(=O)(=O)c1cccs1	6	-9%	u	12	-45	-1%	5	12%	-1	-8%	-0.3%
19	CC1(C)C2CC=C(/C=N/NC(=O)C(N)=O)C1C2 (stereo not given)	x	-7%	4%	-8	17	-1%	9	x	0	-5%	0.0%
20	Cc1cccc(-c2nnc(SCC(=O)C(C)(C)C)n2C)c1	19	-3%	5%	-14	9	x	2	x	3	3%	0.1%
21	FC(F)(F)c1cccc(-c2nc(COc3ccc(Cl)cc3Cl)no2)c1	0	9%	-2%	-3	-10	2%	-4	x	-2	0%	-0.2%
22	Cc1ccc(Nc2nc3nonc3[nH]c2=O)cc1C	-5	-6%	-3%	-23	x	1%	1	u	-2	-2%	0.1%
23	Cc1nn(-c2nc3ccccc3[nH]2)c(N)c1-c1ccc(Cl)cc1	4	2%	-7%	-4	-84*	-1%	-6	-19%	0	1%	0.4%
24	COc1cc(CNc2nc(C)c([N+](=O)[O-])c(C)c2C#N)cc(OC)c1	3	16%	14%	-2	-8	-1%	-5	-9%	4	-1%	-0.2%
25	CCOC(=O)N1CCN(c2cc(C)nc3nc(C)nn23)CC1	0	-12%	-4%	28	10	0%	-1	-3%	9	-4%	-1.4%
26	O=C(NC1CCCC1)C(c1ccccn1)N(C(=O)c1csnn1)c1ccccc1F (stereo not given)	-1	-3%	10%	-19	-1	10%	-19	-12%	1	1%	-0.8%
27	CC(C)(C)NC(=O)CSc1nc(-c2ccc(F)cc2)cs1	18	8%	-3%	7	-2	-2%	-27	-3%	4	2%	-0.8%
28	CC(C)c1ccc(OCC(=O)N(c2ccccn2)C2CCCCC2)cc1	-4	-18%	18%	7	-9	-1%	0	0%	2	1%	-0.7%
29	COC(=O)CN=Cc1c(O)n(-c2ccc(Cl)cn2)c(=O)c2ccccc12	-3	2%	0%	6	-9	-3%	-10	7%	0	8%	-0.1%
30	CN(C)CCCNC1=CC(=O)OC12CCCCC2	0	10%	2%	-10	-12	1%	7	5%	3	4%	-0.5%
31	CC(=O)Nc1ccc(/C(C)=N\NC(=O)c2ccc(-c3ccccc3)cc2)cc1	0	-9%	-6%	x	x	0%	x	8%	2	2%	-0.3%
32	Clc1ccc(-c2cn3cccnc3n2)cc1Cl	12	-7%	6%	-14	20	-2%	1	x	1	3%	-0.6%
33	CN(C)c1nc(N)nc(/C(C#N)=C/C2CC3C=CC2C3)n1 (stereo not given)	8	14%	7%	5	11	0%	-7	-7%	-33*	4%	-0.2%
34	Cc1cc(NC(=O)c2cccc(N3C(=O)CCC3=O)c2)no1	-2	3%	3%	18	-9	1%	13	13%	2	4%	-0.2%
35	COc1ccc(C(=O)Nc2cc(OC)nc(OC)n2)cc1	9	-5%	-1%	u	0	0%	-8	1%	1	2%	-0.4%
36	COc1ccc(C(=O)c2ccc(OC)c(N)c2)cc1N	-7	-18%	-5%	29	-11	2%	0	1%	-2	0%	-1.7%
37	CC(=C/c1ccccc1)/C=N/Nc1nc(N2CCCCC2)nc(N2CCCCC2)n1	5	3%	3%	2	-19	0%	-4	-5%	-3	0%	0.4%
38	Cn1c(CSc2nc3ccccc3s2)nnc1SCC(=O)NCc1ccccn1	3	-20%	-3%	-19	10	-1%	4	25%	0	-4%	-1.2%

A few values from above:
Entry of `COc1ccc(C(=O)c2ccc(OC)c(N)c2)cc1N` under Menin-MLL TR inh: 1%
Entry of `Cc1cc(NC(=O)c2cccc(N3C(=O)CCC3=O)c2)no1` under Coupling enz: 2
Entry of `Cn1c(CSc2nc3ccccc3s2)nnc1SCC(=O)NCc1ccccn1` under Menin-MLL TR inh: 25%

Screen by screen, from the results shown.
KCNH2 3.1 block, nos. 33 to 36 → 11, -9, 0, -11
USP2a inh, nos. 33 to 36 → 4%, 4%, 2%, 0%
PKM2 activator, nos. 33 to 36 → 14%, 3%, -5%, -18%
